FBW7 act – FBW7 E3 ligase activators, primary screen, biochemical, AlphaScreen, human. F-box/WD repeat-containing protein 7 (Homo sapiens), Q969H0. normalized activity (activation), % at 26.1 µM. actives 0.13% (n = 650,000). AlphaScreen FBW7–phospho-cyclin E peptide binding, activator screen; in the data active means normalized activity above about 1.9%;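 further: purified mutant Fbw7 with reduced substrate affinity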
Target sequence (Q969H0 whole entry, looked up): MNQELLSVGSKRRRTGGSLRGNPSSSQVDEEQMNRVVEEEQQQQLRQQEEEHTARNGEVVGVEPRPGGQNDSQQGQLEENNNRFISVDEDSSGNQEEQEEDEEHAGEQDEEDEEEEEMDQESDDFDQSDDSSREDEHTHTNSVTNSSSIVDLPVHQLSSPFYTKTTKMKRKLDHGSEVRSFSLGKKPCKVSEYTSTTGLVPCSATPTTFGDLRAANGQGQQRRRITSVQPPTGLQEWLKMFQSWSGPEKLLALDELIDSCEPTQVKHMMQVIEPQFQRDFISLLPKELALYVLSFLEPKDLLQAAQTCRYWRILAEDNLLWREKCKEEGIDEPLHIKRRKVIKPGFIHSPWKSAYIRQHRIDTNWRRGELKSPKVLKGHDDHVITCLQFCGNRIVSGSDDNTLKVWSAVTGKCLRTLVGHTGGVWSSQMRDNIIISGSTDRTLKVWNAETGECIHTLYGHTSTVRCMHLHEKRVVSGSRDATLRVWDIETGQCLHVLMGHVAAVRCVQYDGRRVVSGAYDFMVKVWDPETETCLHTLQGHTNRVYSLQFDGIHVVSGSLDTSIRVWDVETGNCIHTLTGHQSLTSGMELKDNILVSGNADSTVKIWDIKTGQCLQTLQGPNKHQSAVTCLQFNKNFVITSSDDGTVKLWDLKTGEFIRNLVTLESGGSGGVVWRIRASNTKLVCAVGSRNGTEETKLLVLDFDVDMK
TEAD-YAP block – TEAD-YAP interaction inhibition, primary screen, TEAD-YAP interaction inhibitor project, luminescence, HEK-TIYL cells. AID 1259422, 2018. actives 1.4% (n = 640,000). inhibition, % at 9.12 µM. TEAD-Gal4/YAP UAS-luciferase luminescence; in the data active means inhibition above about 32%;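 further: 0% = median of test compound wells and 100% = reference inhibitor wells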
GPR151 ag – activators of human GPR151, primary screen, cell-based, PathHunter beta-arrestin, luminescence. actives 1% (n = 650,000). G-protein coupled receptor 151 (Homo sapiens), Q8TDV0. activation, % at 11.2 µM. PathHunter beta-arrestin GPR151 cells; in the data active means activation above about 4.9%;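 further: 0% = median of compound wells and 100% = cells with positive control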
Target sequence (Q8TDV0 whole entry, looked up): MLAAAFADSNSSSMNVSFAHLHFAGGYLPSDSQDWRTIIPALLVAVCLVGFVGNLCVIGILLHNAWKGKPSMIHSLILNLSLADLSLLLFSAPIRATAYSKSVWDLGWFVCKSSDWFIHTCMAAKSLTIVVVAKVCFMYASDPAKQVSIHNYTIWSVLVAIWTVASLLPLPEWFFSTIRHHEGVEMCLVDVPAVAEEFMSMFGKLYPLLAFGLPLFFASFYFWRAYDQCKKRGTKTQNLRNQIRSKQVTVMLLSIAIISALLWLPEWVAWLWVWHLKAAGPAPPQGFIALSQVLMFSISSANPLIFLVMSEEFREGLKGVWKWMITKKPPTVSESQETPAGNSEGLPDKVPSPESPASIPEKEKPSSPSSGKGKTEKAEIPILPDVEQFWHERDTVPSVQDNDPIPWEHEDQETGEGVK
MITF inh – MITF inhibitors, primary screen, biochemical, AlphaScreen, human. AlphaScreen MITF homodimerization, bead proximity signal. Microphthalmia-associated transcription factor (Homo sapiens), O75030. inhibition, % at 2.6 µM. actives 0.91% (n = 650,000); in the data active means inhibition above about 50%;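 further: 0% = vehicle wells with protein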
* marks the source's active call; other numbers are inactive results.

How did COc1cc([N+](=O)[O-])ccc1NC(=S)NC(=O)c1ccccc1F do in these assays?
FBW7 act: -0.2; TEAD-YAP block: -7; GPR151 ag: -0.3; MITF inh: -5

What do the screens show for `O=C(CN(c1cc(C(F)(F)F)ccc1Cl)S(=O)(=O)c1ccccc1)N1CCN(c2ccccc2)CC1`?
FBW7 act: -0.1; TEAD-YAP block: 6; GPR151 ag: -0.4; MITF inh: 19

Results for COC(=O)c1ccc2nc(C)cc(Nc3ccc(N(C)C)cc3)c2c1 ?
FBW7 act: -0.1; TEAD-YAP block: 21; GPR151 ag: -1.8; MITF inh: 30

How did CC(C)C(=O)NCCc1nnc2n1CCN(Cc1cccc(-c3ccco3)c1)CC2 do in these assays?
FBW7 act: -0.1; TEAD-YAP block: -6; GPR151 ag: 1.0; MITF inh: 1

What do the screens show for `CCCN(CCC)S(=O)(=O)c1ccc(C)c(C)c1`?
FBW7 act: 0.7; TEAD-YAP block: 1; GPR151 ag: -1.4; MITF inh: 4

How did COc1ccc(Cc2nc(-c3ccc([N+](=O)[O-])cc3)no2)cc1 do in these assays?
FBW7 act: 0.0; TEAD-YAP block: -1; GPR151 ag: 1.3; MITF inh: 5

What do the screens show for `CCC(=O)C1=C(c2ccc([N+](=O)[O-])cc2)N(C(=O)CC)n2c(nnc2-c2ccccc2)S1`?
FBW7 act: 0.2; TEAD-YAP block: -6; GPR151 ag: -0.4; MITF inh: 19

What do the screens show for `O=C1NC2CCCCC2NC1CC(=O)N1CCN(C(c2ccccc2)c2ccccc2)CC1` (stereo not drawn)?
FBW7 act: 0.0; TEAD-YAP block: 1; GPR151 ag: 1.5; MITF inh: 0

What do the screens show for `COc1ccccc1NC(=O)C1CC(=O)N(c2ccc(C)cc2)C1` (stereo not drawn)?
FBW7 act: 0.0; TEAD-YAP block: 1; GPR151 ag: -0.6; MITF inh: -2

What do the screens show for `CC(C)N(C(=O)NC(=O)OCC1COc2ccccc2O1)S(C)(=O)=O` (stereo not drawn)?
FBW7 act: 0.2; TEAD-YAP block: -7; GPR151 ag: 3.6; MITF inh: 9

What do the screens show for `O=[N+]([O-])c1cc(C(F)(F)F)ccc1NN=C1CCCC1`?
FBW7 act: 0.1; TEAD-YAP block: 0; GPR151 ag: -0.2; MITF inh: 8

Results for COc1ccc(CC2(CCC(=O)N(C)Cc3n[nH]c4c3CCCCC4)CCC(=O)N2)cc1 (stereo not drawn) ?
FBW7 act: 0.4; TEAD-YAP block: 5; GPR151 ag: -0.2; MITF inh: 1

Results for CCOC(=O)Cc1c(C)[nH]c(=O)[nH]c1=O ?
FBW7 act: 0.9; TEAD-YAP block: -4; GPR151 ag: 2.0; MITF inh: 0

How did O=C(Nc1ccc(NC(=O)C2CC2)cc1)C1CC1 do in these assays?
FBW7 act: 0.0; TEAD-YAP block: -1; GPR151 ag: -0.4; MITF inh: 3

Results for COc1ccc(S(=O)(=O)NCC2CCCN(C(=O)CSC)C2)cc1 (stereo not drawn) ?
FBW7 act: 0.1; TEAD-YAP block: 9; GPR151 ag: -1.2; MITF inh: 0

How did CCCCN(C)CCN1C(=O)C2C(C(=O)Nc3cccc(Cl)c3)C3C=CC2(O3)C1C(=O)NC1CCCCC1 (stereo not drawn) do in these assays?
FBW7 act: 0.1; TEAD-YAP block: -8; GPR151 ag: 2.7; MITF inh: -8

How did O=C(NC1CC1)c1cnc(Nc2ccncn2)s1 do in these assays?
FBW7 act: 0.3; TEAD-YAP block: -11; GPR151 ag: -1.8; MITF inh: 5

How did O=C(Cc1ccccc1)c1nc2ccccc2s1 do in these assays?
FBW7 act: -0.1; TEAD-YAP block: -69; GPR151 ag: 1.0; MITF inh: -4

How did CCOC(=O)N1CCN(C(=O)c2sc3ncnc(N4CCN(c5ccc(OC)cc5)CC4)c3c2C)CC1 do in these assays?
FBW7 act: 0.0; TEAD-YAP block: 11; GPR151 ag: 2.2; MITF inh: -6

What do the screens show for `COc1ccccc1C(=O)CN1CCN(C2c3ccccc3-c3ccccc32)CC1`?
FBW7 act: 0.0; TEAD-YAP block: -14; GPR151 ag: -0.7; MITF inh: 11

Results for Cc1c(C(=O)NCCCN2CCOCC2)sc2ncnc(N3CCCCC3C)c12 (stereo not drawn) ?
FBW7 act: 0.6; TEAD-YAP block: -2; GPR151 ag: 1.4; MITF inh: 17

What do the screens show for `CCCNc1nc(OC)nc(OC)n1`?
FBW7 act: 0.0; TEAD-YAP block: -10; GPR151 ag: -0.2; MITF inh: 15

Results for COc1ccc(NC(=O)C2=C(C)NC(=S)NC2c2ccccc2Br)c(OC)c1 (stereo not drawn) ?
FBW7 act: -0.1; TEAD-YAP block: 8; GPR151 ag: 0.3; MITF inh: 4

What do the screens show for `Cn1c(=N)c(C(=O)NCc2ccco2)cc2c(=O)n3ccccc3nc21`?
FBW7 act: 0.4; TEAD-YAP block: -1; GPR151 ag: -0.7; MITF inh: 15

How did C/C(=N\NC(=O)CN1CCCCC1)c1ccc(Cl)cc1 do in these assays?
FBW7 act: 0.0; TEAD-YAP block: -53; GPR151 ag: 0.2; MITF inh: 12

How did Cc1ccc(C(=O)N/C(=C/c2ccc(Cl)cc2)C(=O)NC(C)C(=O)O)cc1 (stereo not drawn) do in these assays?
FBW7 act: 0.5; TEAD-YAP block: 7; GPR151 ag: 1.1; MITF inh: 1

What do the screens show for `COCCNC(=O)c1cccc(OC2CCN(Cc3ccc(C(=O)OC)cc3)CC2)c1`?
FBW7 act: -0.1; TEAD-YAP block: -2; GPR151 ag: 0.3; MITF inh: -8

Results for Nc1cccc(C(=O)Oc2ccc(OC(=O)c3cccc(N)c3)cc2)c1 ?
FBW7 act: 0.1; TEAD-YAP block: 11; GPR151 ag: -0.3; MITF inh: 13

Results for CC1=C(C#N)C(=O)NC(=O)/C1=C/c1ccc(-c2ccc(Br)cc2C(=O)O)o1 ?
FBW7 act: -0.6; TEAD-YAP block: -8; GPR151 ag: -1.7; MITF inh: 12

How did CCCc1ccc(Oc2c(C(F)(F)F)oc3c(C)c(OCC)ccc3c2=O)cc1 do in these assays?
FBW7 act: 0.3; TEAD-YAP block: 0; GPR151 ag: 1.6; MITF inh: -4

How did O=C1N[C@@H](Cc2cnc[nH]2)C(=O)N2CCN(C(=O)NC3CCCCC3)C[C@H]12 do in these assays?
FBW7 act: 0.1; TEAD-YAP block: 9; GPR151 ag: 0.2; MITF inh: -8

Results for CCc1ccccc1NC(=O)c1ccc(N2CCN(c3cc(C)ccc3C)CC2)c([N+](=O)[O-])c1 ?
FBW7 act: 0.1; TEAD-YAP block: -4; GPR151 ag: 0.3; MITF inh: 1

What do the screens show for `O=C1CCN(C(=O)/C=C/c2ccccc2)c2cc3ccccc3cc21`?
FBW7 act: 0.1; TEAD-YAP block: -10; GPR151 ag: 0.6; MITF inh: -6

Results for COc1ccc(C2SCC(C(=O)O)N2C(C)=O)cc1 (stereo not drawn) ?
FBW7 act: -0.1; TEAD-YAP block: 7; GPR151 ag: 0.6; MITF inh: 8

How did Cc1cccn2c(=O)c(/C=C3\SC(=S)N(C(C)C)C3=O)c(N3CCCC3)nc12 do in these assays?
FBW7 act: 0.0; TEAD-YAP block: 0; GPR151 ag: -1.3; MITF inh: 4

Results for CCOc1ccc(C(C)NC(=S)Nc2ccc(S(N)(=O)=O)cc2)cc1 (stereo not drawn) ?
FBW7 act: -0.1; TEAD-YAP block: -3; GPR151 ag: -1.4; MITF inh: -2

Results for COc1ccc(N(C(=O)c2cccc(OC)c2OC)C2C=CS(=O)(=O)C2)cc1 (stereo not drawn) ?
FBW7 act: 0.1; TEAD-YAP block: 17; GPR151 ag: 0.8; MITF inh: 14

How did O=C1c2cccnc2C(=O)N1c1ccc(Oc2ccc(N3C(=O)c4cccnc4C3=O)cc2)cc1 do in these assays?
FBW7 act: -0.7; TEAD-YAP block: 0; GPR151 ag: -1.0; MITF inh: 13

What do the screens show for `O=C(Nc1ccc([N+](=O)[O-])cc1)C(O)(c1ccccc1)c1ccccc1`?
FBW7 act: 0.2; TEAD-YAP block: 9; GPR151 ag: -0.5; MITF inh: 18

Results for COC(=O)c1sc2nc(-c3ccccc3)cc(C(F)(F)F)c2c1N ?
FBW7 act: 0.2; TEAD-YAP block: 2; GPR151 ag: -0.9; MITF inh: 3

A portion from the list above:
How did CCCc1ccc(Oc2c(C(F)(F)F)oc3c(C)c(OCC)ccc3c2=O)cc1 do in these assays?
FBW7 act: 0.3; TEAD-YAP block: 0; GPR151 ag: 1.6; MITF inh: -4

How did O=C1N[C@@H](Cc2cnc[nH]2)C(=O)N2CCN(C(=O)NC3CCCCC3)C[C@H]12 do in these assays?
FBW7 act: 0.1; TEAD-YAP block: 9; GPR151 ag: 0.2; MITF inh: -8

Results for CCc1ccccc1NC(=O)c1ccc(N2CCN(c3cc(C)ccc3C)CC2)c([N+](=O)[O-])c1 ?
FBW7 act: 0.1; TEAD-YAP block: -4; GPR151 ag: 0.3; MITF inh: 1

What do the screens show for `O=C1CCN(C(=O)/C=C/c2ccccc2)c2cc3ccccc3cc21`?
FBW7 act: 0.1; TEAD-YAP block: -10; GPR151 ag: 0.6; MITF inh: -6

Results for COc1ccc(C2SCC(C(=O)O)N2C(C)=O)cc1 (stereo not drawn) ?
FBW7 act: -0.1; TEAD-YAP block: 7; GPR151 ag: 0.6; MITF inh: 8

How did Cc1cccn2c(=O)c(/C=C3\SC(=S)N(C(C)C)C3=O)c(N3CCCC3)nc12 do in these assays?
FBW7 act: 0.0; TEAD-YAP block: 0; GPR151 ag: -1.3; MITF inh: 4

Results for CCOc1ccc(C(C)NC(=S)Nc2ccc(S(N)(=O)=O)cc2)cc1 (stereo not drawn) ?
FBW7 act: -0.1; TEAD-YAP block: -3; GPR151 ag: -1.4; MITF inh: -2

Results for COc1ccc(N(C(=O)c2cccc(OC)c2OC)C2C=CS(=O)(=O)C2)cc1 (stereo not drawn) ?
FBW7 act: 0.1; TEAD-YAP block: 17; GPR151 ag: 0.8; MITF inh: 14

Further results follow:
How did COc1ccc(C2CC(=O)C3=C(C2)NC(C)=C(C(=O)OCCc2ccccc2)C3c2ccccc2OC(C)C)cc1 (stereo not drawn) do in these assays?
FBW7 act: 0.4; TEAD-YAP block: 6; GPR151 ag: -1.1; MITF inh: 11

Results for COC(=O)C1CCN(c2cc(-c3ccccc3)ncn2)CC1 ?
FBW7 act: 0.0; TEAD-YAP block: -35; GPR151 ag: -0.3; MITF inh: 8

How did CC(C)NC1CCN(c2ccc(C(=O)NCc3ccc4c(c3)OCO4)cc2)CC1 do in these assays?
FBW7 act: 0.4; TEAD-YAP block: 0; GPR151 ag: 0.6; MITF inh: 10

Results for N#Cc1ccc(/C=c2\sc3nc4ccccc4n3c2=O)cc1 ?
FBW7 act: -0.2; TEAD-YAP block: -11; GPR151 ag: 1.8; MITF inh: 1

What do the screens show for `CCOC(=O)c1c(NC(C)=O)sc2c(OC(C)=O)cccc12`?
FBW7 act: -0.1; TEAD-YAP block: -3; GPR151 ag: 1.0; MITF inh: -2

What do the screens show for `CCC(C)OC(=O)C1=C(C)NC2=C(C(=O)CC(c3ccc(Cl)cc3)C2)C1c1ccc2c(c1)OCO2` (stereo not drawn)?
FBW7 act: -0.2; TEAD-YAP block: 5; GPR151 ag: -0.2; MITF inh: 6

How did COCCCn1c(=O)[nH]c2ncc(-c3ccc(F)c(Cl)c3)nc21 do in these assays?
FBW7 act: 0.1; TEAD-YAP block: 7; GPR151 ag: -0.7; MITF inh: -6

Results for COCCn1c(=NC(=O)C(C)(C)C)sc2cc(OC)ccc21 ?
FBW7 act: 0.0; TEAD-YAP block: 2; GPR151 ag: 0.1; MITF inh: -5

Results for CCC[C@@H]1NC(=O)[C@@H]2C[C@H](NCc3ccccc3)CN2C1=O ?
FBW7 act: 0.2; TEAD-YAP block: 9; GPR151 ag: -0.6; MITF inh: 19

Results for Cc1cc(I)ccc1NC(=O)c1cc(=O)c2ccccc2o1 ?
FBW7 act: 0.0; TEAD-YAP block: -6; GPR151 ag: -0.1; MITF inh: 0

How did Cc1cc(CN(C)C2CCC(=O)N(Cc3cccc(F)c3)CC2)on1 (stereo not drawn) do in these assays?
FBW7 act: 0.6; TEAD-YAP block: 8; GPR151 ag: -0.7; MITF inh: -6

How did CC(=O)Oc1ccc2c(=O)c(Oc3ccccc3)c(C)oc2c1 do in these assays?
FBW7 act: 0.8; TEAD-YAP block: 8; GPR151 ag: -0.6; MITF inh: 9

How did O=C1OC(c2ccccc2)c2ccccc21 (stereo not drawn) do in these assays?
FBW7 act: -0.1; TEAD-YAP block: -1; GPR151 ag: 1.5; MITF inh: 4

What do the screens show for `c1ccc(-c2ccc(N3CCOCC3)s2)cc1`?
FBW7 act: -0.2; TEAD-YAP block: -35; GPR151 ag: -1.6; MITF inh: -6

How did CCCCOC(=O)Nc1sc(C)c(C)c1C(=O)OCC do in these assays?
FBW7 act: -0.1; TEAD-YAP block: 2; GPR151 ag: -1.8; MITF inh: -1

Results for COc1cc(C(=O)O)cc(Cl)c1OC ?
FBW7 act: -0.1; TEAD-YAP block: 1; GPR151 ag: 0.0; MITF inh: -3

Results for Brc1ccc(C2C=C(c3ccccc3)Nc3ncnn32)cc1 (stereo not drawn) ?
FBW7 act: 0.5; TEAD-YAP block: 1; GPR151 ag: 1.5; MITF inh: 20

Results for COC(=O)c1cc(S(=O)(=O)N2CCN(c3c(Cl)cncc3Cl)CC2)oc1C ?
FBW7 act: 0.0; TEAD-YAP block: -3; GPR151 ag: -0.5; MITF inh: 14
